Screens from PubChem BioAssay.
CCR6 antagonist: blocks CCL20-driven beta-arrestin recruitment at human CCR6; AID 493098; P51684; inhibition, % at 20 µM; 340,000 compounds, 0.49% hits; CHO-K1 CCR6 PathHunter beta-arrestin, luminescence, CCL20-stimulated;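 active = compounds whose inhibition of the agonist-driven luminescence signal at 20 µM reaches about 50%, limit read from the data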;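 note: cells stimulated with CCL20 at 14 nM final; plate controls were DMSO with CCL20 for no effect and DMSO without agonist for full effect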
XBP1 UPR activ: adaptive UPR (XBP1) activation; 330,000 compounds, 0.33% hits; CHO-XBP1 luciferase reporter, IRE1-XBP1 UPR activation, luminescence; percent of tunicamycin response, DMSO as zero; AID 463104; activation, % at 20 µM;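 active = versus positive control, 20 µM dose yields 30% or more activation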;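 note: 100% = tunicamycin at 10 µg/mL and 0% = DMSO only wells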
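Material – CHO cell line with stable XBP1 luciferase reporter · Buffer or medium – F12 plus 10% FBS · Compound – single point, 20 µM final compound, 1% DMSO · Schedule – 16-18 h cell attachment at 37 °C, then 6 h compound exposure · Signal – Steady-Glo luminescence read · Benchmarks – high control tunicamycin 10 µg/mL final, low control DMSO vehicle only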
APJ antagonist: blocks the human apelin receptor APJ; P35414; CHO-K1 APJ beta-arrestin complementation, luminescence; inhibition, % at 20 µM; 330,000 compounds, 0.32% hits; AID 2521;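 active = inhibition above about 40% at 20 µM, limit read from the data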;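 note: cells challenged with 10 nM apelin-13 agonist together with compound; plate controls were apelin-13 plus DMSO wells for no effect and DMSO wells lacking apelin-13 for full effect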
UPR CHOP act: activators of apoptotic arm of unfolded protein response (CHOP). CHO-CHOP luciferase reporter, UPR activation, luminescence; percent of tunicamycin response over DMSO baseline. activation, % at 10 µM. 330,000 compounds, 0.34% hits;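 active = at 10 µM dose, activation of 40% or more, normalized to positive control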;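 note: 100% = tunicamycin at 10 µg/mL and 0% = DMSO alone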
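Material: CHO-CHOP cells, stable luciferase reporter of PERK-eIF2a-CHOP signalling; quantity: 500 reporter cells seeded per well; buffer or medium: F12 medium containing 10% fetal bovine serum; compound: one dose, 10 µM in 0.5% DMSO; incubation: 6 h compound treatment, 37 °C; measured by: Steady-Glo luciferase luminescence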
EBI2 antag: antagonists of human EBI2 receptor. inhibition, % at 5 µM. 360,000 compounds, 0.81% hits. EBI2 beta-arrestin recruitment, luminescence, 7a,25-OHC stimulated. P32249; in the data active = inhibition above about 38%;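 note: enzyme fragment complementation signal reports receptor beta-arrestin coupling in cells; 0% = agonist plus DMSO wells and 100% = wells without agonist; some results beyond the cut were filed as inactive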
Target sequence (P32249 whole entry, looked up, the tested form may be a part): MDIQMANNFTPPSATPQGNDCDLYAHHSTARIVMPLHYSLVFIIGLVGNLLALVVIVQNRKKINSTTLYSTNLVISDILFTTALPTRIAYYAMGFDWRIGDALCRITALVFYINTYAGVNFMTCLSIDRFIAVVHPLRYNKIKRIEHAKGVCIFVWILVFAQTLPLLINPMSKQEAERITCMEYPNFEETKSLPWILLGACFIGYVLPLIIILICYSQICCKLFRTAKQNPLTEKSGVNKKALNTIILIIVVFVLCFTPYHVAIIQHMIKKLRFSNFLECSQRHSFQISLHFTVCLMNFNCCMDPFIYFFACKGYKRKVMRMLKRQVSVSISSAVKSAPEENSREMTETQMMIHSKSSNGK
APJ agonist: activates the human apelin receptor APJ; P35414; CHO-K1 APJ PathHunter beta-arrestin, luminescence; 0% DMSO wells, 100% apelin; activation, % at 20 µM; 330,000 compounds, 0.11% hits; AID 2520;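 active = activation more than six SD over the plate average, tested at 20 µM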;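 note: 0% = DMSO alone and 100% = apelin-13 at 10 nM; some results filed as inactive read as strong as hits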
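Assay system: engineered CHO-K1 APJ arrestin reporter cells; Amount: 1000 CHO-K1 reporter cells seeded per well; Dosing: one dose, 20 µM compound, 1% DMSO; Times: compound stimulation 90 min at 25 °C, detection 60 min; Measured by: luminescent beta-gal fragment complementation, chemiluminescent substrate; Read-out: APJ–arrestin association signal; Controls: DMSO vs Apelin-13 10 nM.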
Mdm2-MdmX inh: human Mdm2/MdmX binding inhibition; O15151+Q00987; SaOS-2 split-luciferase Mdm2/MdmX complementation, luminescence; inhibition, % at 8 µM; 330,000 compounds, 3% hits; AID 485346;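 active = inhibition of at least 50% at 8 µM in the primary screen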
CXCR6 inh: CXCR6 (human) receptor inhibition | O00574 | AID 602244 | CHO-K1 PathHunter CXCR6 beta-arrestin, luminescence | 360,000 compounds, 0.36% hits | inhibition, % at 20 µM; in the data active = inhibition above about 34%, passing the limit was not always enough;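 note: antagonist mode with CXCL16 agonist at 10 nM final; 0% = 10 nM CXCL16 with DMSO and 100% = unstimulated wells without agonist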
Target sequence (O00574 whole entry, looked up): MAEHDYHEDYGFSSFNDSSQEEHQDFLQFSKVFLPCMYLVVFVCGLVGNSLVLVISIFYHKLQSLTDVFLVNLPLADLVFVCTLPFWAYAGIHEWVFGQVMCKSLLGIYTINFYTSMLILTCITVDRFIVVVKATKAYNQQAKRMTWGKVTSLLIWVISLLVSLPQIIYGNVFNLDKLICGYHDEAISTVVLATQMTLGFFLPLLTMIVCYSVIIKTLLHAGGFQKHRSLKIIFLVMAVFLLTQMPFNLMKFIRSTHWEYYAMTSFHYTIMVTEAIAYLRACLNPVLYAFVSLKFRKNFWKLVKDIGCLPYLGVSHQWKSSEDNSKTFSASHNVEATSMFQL
tim23-1 inh: inhibits growth of tim23-1 mutant yeast | 330,000 compounds, 1.3% hits | inhibition, % at 20 µM | S. cerevisiae tim23-1 growth, BacTiter-Glo luminescence, 24 h | AID 463212;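 active = growth inhibition of the mutant yeast at or above 50%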;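 note: temperature-sensitive mutant grown at 25 °C; plate controls were DMSO-treated mutant yeast for no effect and medium wells lacking yeast for full effect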
* hit, by the source's call; . = no result given. This is a subset; count on the stated rates, not on these rows.

| molecule | CCR6 antagonist | XBP1 UPR activ | APJ antagonist | UPR CHOP act | EBI2 antag | APJ agonist | Mdm2-MdmX inh | CXCR6 inh | tim23-1 inh |
| --- | --- | --- | --- | --- | --- | --- | --- | --- | --- |
| C=CCN1C(=O)CSC1=Nc1cccc(O)c1 | -7 | 1 | -4 | -0.9 | 0 | 2 | -19 | -8 | 12 |
| Cc1sc(NC(=S)NC(=O)C2CCCCC2)c(C(N)=O)c1C | 28 | -1 | 25 | 3.4 | -7 | -4 | 11 | 6 | -22 |
| O=C(NNc1cc(Cl)ccc1Cl)c1cccs1 | -3 | -5 | 4 | -0.1 | -5 | -1 | 7 | -17 | 14 |
| COc1ccc(OC)c(-c2csc(NC(=O)COC(=O)C3CC3)n2)c1 | 10 | 2 | -5 | 1.3 | 0 | 0 | 22 | -10 | -11 |
| CCOC(=O)C1CCCN(C(=O)CSc2nnnn2C)C1 (stereo unspecified) | -9 | -2 | -13 | 0.3 | 0 | 2 | 9 | -2 | 11 |
| CN(CC1CCCN(CCc2ccccc2F)C1)C(=O)c1ccoc1 (stereo unspecified) | 12 | -2 | -1 | 0.8 | 2 | -1 | 18 | 0 | 1 |
| COc1cc(Cl)ccc1OCc1cc(C(=O)N(C)Cc2cn(C)nc2C)no1 | 2 | -3 | -5 | 1.5 | 2 | 3 | 19 | 3 | 17 |
| CC(=O)Oc1ccc2c(=O)oc(-c3ccc([N+](=O)[O-])cc3)nc2c1 | -1 | -5 | -18 | 4.3 | -7 | 5 | -14 | 5 | 21 |
| Cc1cc(S(=O)(=O)Nc2ccc(C(=O)NCCCN3CCOCC3)cc2)ccc1F | 1 | -3 | 4 | -1.9 | -17 | -2 | 2 | 6 | 5 |
| COc1cc(/C=C2/SC(=O)NC2=O)ccc1Oc1ccc([N+](=O)[O-])cc1[N+](=O)[O-] | 1 | -1 | -37 | 0.3 | -6 | 9 | 24 | 5 | 3 |
| Cc1ccc(C(=O)N/N=c2\sc3ccccc3n2C)cc1 | -12 | -2 | -2 | 0.5 | -2 | -1 | 10 | -11 | 6 |
| COc1ccc(OC)c(/C=C2\NC(=O)NC2=O)c1 | 10 | 4 | -8 | 0.9 | -7 | -1 | 32 | 0 | 3 |
| C/C(=N\Nc1nc(N2CCOCC2)nc(N2CCOCC2)n1)c1ccc([N+](=O)[O-])cc1 | 12 | -1 | -2 | -1.5 | 14 | 1 | 29 | 4 | 2 |
| CN1C[C@@H]2C(c3ccc(C(F)(F)F)cc3)C3(c4ccccc4)CC2(C3)[C@H]1c1ccccc1 (stereo partly specified) | 11 | -2 | 18 | 1.3 | -3 | -3 | 11 | -8 | 26 |
| COc1cccc(C(=O)NCC(c2ccco2)N2CCc3ccccc3C2)c1 (stereo unspecified) | 17 | 1 | -8 | 0.6 | -18 | -3 | -13 | 2 | 33 |
| O=C1NC(Cc2ccccc2)c2nc3ccc(Cl)cc3c(=O)n2-c2cc(Cl)ccc21 (stereo unspecified) | . | -1 | -4 | 2.9 | . | -3 | 6 | . | 25 |
| Cc1nc(C)c(/C(O)=C/c2nc3ccccc3oc2=O)s1 | 5 | -4 | -3 | -1.2 | -9 | -3 | -29 | 4 | -11 |
| Cn1c(=O)cc(OCCCC(=O)N2CCN(c3ccccn3)CC2)c2ccccc21 | -8 | 0 | 9 | 0.4 | -21 | -4 | 7 | -5 | 7 |
| CC(=O)c1cccc(NC(=O)C2CC(c3ccc(F)cc3)=NO2)c1 (stereo unspecified) | -28 | -1 | 4 | 1.2 | -8 | -2 | 12 | 4 | 6 |
| OC(c1nc2ccc(F)cc2[nH]1)C(O)c1nc2ccc(F)cc2[nH]1 (stereo unspecified) | 1 | -1 | -2 | -1.5 | 1 | -3 | -3 | -3 | 19 |

A different layout for 2 compounds above.
CCOC(=O)C1CCCN(C(=O)CSc2nnnn2C)C1 (stereo unspecified)
  CCR6 antagonist: -9
  XBP1 UPR activ: -2
  APJ antagonist: -13
  UPR CHOP act: 0.3
  EBI2 antag: 0
  APJ agonist: 2
  Mdm2-MdmX inh: 9
  CXCR6 inh: -2
  tim23-1 inh: 11
CN(CC1CCCN(CCc2ccccc2F)C1)C(=O)c1ccoc1 (stereo unspecified)
  CCR6 antagonist: 12
  XBP1 UPR activ: -2
  APJ antagonist: -1
  UPR CHOP act: 0.8
  EBI2 antag: 2
  APJ agonist: -1
  Mdm2-MdmX inh: 18
  CXCR6 inh: 0
  tim23-1 inh: 1

Back to the main list with the 2 entries that preceded the break.
The line under a structure holds: CCR6 antagonist, XBP1 UPR activ, APJ antagonist, UPR CHOP act, EBI2 antag, APJ agonist, Mdm2-MdmX inh, CXCR6 inh, tim23-1 inh
CC(=O)c1cccc(NC(=O)C2CC(c3ccc(F)cc3)=NO2)c1 (stereo unspecified)
    -28, -1, 4, 1.2, -8, -2, 12, 4, 6
OC(c1nc2ccc(F)cc2[nH]1)C(O)c1nc2ccc(F)cc2[nH]1 (stereo unspecified)
    1, -1, -2, -1.5, 1, -3, -3, -3, 19
COc1cccc(-c2cc(C(F)(F)F)n3nc(C(=O)Nc4c(C)n(C)n(-c5ccccc5)c4=O)cc3n2)c1
    17, 0, 0, 1.5, 5, -2, 5, 11, 6
O=C(CN1CCN(Cc2ccccc2Cl)C1=O)NCc1ccccn1
    8, -2, -8, 0.3, 29, -2, -9, 0, 6
COc1ccc(C(=O)Nn2c(C)nnc2-n2nc(C)cc2C)cc1OC
    21, -4, 14, -2.1, -4, -3, -10, -3, -12
Cc1nc2ccccc2cc1C(=O)NCc1ccccc1
    -13, -3, 8, 0.3, 2, 2, 1, -4, 17
COc1ccc(C(=O)NCc2nnc(SCC(=O)NCc3ccc(F)cc3)o2)cc1
    8, -2, -2, -0.8, 5, -1, 13, 5, -4
CCc1ccc(/C=N/n2c(C3CCCCC3)n[nH]c2=S)cc1
    16, 1, 9, 0.1, 19, -1, 21, -5, 40
Cc1ccc(C(=O)OCc2cn(-c3ccccc3)nn2)cc1
    15, -4, -1, 1.2, -10, -1, -9, -4, 21
N#C/C(=C\c1ccc[nH]1)C(=O)N1CCCCC1
    3, 1, -1, 1.6, -7, -1, -14, 3, 27
CCOC(=O)N1CCN(S(=O)(=O)c2ccc(F)c(C(=O)Nc3ccc(C(C)C)cc3)c2)CC1
    30, 1, -4, -0.4, 12, -3, 27, 4, 22
COC(=O)c1ccc(NN=Nc2ccc(C)cc2)cc1
    10, 0, -25, 3.0, -3, -1, -39, 2, 18
Cc1cc(N=Nc2ccc3ccccc3c2)ccc1O
    34, -1, 30, 7.1, 15, -7, -219, 19, 23
COc1ccc(C2CC(c3ccc4ccccc4c3)=NN2C(=O)COC(=O)C2CCC(=O)N2)cc1 (stereo unspecified)
    14, 6, 6, 4.7, 22, -4, -379, 2, 16
O=C(NC12CC3CC(CC(C3)C1)C2)c1cnccn1
    6, 2, 9, -1.7, -25, -2, -18, 6, 9
C=CCNc1nc(NC(C)(C)CO)nc(OCC)n1
    12, -1, -6, -2.0, -4, 1, 2, 2, -5
C[C@H](CO)N1C[C@H](C)[C@@H](CN(C)Cc2ccc(C(=O)O)cc2)Oc2ccc(NC(=O)Cn3cnnn3)cc2C1=O
    8, -3, -12, 0.0, -4, -3, 20, -6, -2
Nc1nonc1-c1nc2ccccc2n1CC(=O)N1CCN(c2ccc(F)cc2)CC1
    18, -1, 11, -1.2, 2, -2, 16, 3, -1
COc1ccc(-c2csc(NC(=O)c3ccccc3Br)c2C(=O)O)cc1
    1, -3, 15, 5.3, -13, 0, -24, -13, 64*
COC(=O)C1CCN(Cc2cn(Cc3ccccc3)nc2-c2cc3ccccc3o2)CC1
    13, -2, -8, 1.0, 11, -2, 5, 6, 16
O=C1C=C(Nc2ccc(O)cc2)C(=O)c2ccccc21
    30, 4, -54, 6.7, -5, 3, -25, 16, 35
Cc1ccc(-c2nnc(-c3ccccc3)c(-c3ccccc3)n2)cc1
    28, 0, 8, -0.4, 20, -6, -5, 6, 21
Cc1ccc(-c2c(C(=O)N(C)Cc3ccccc3)oc(=O)c3ccccc23)cc1
    21, -5, 9, 0.0, 14, -6, 2, 5, 8
NC(=O)COc1ccc(Nc2nnc(-c3ccc(O)cc3)c3ccccc23)cc1
    7, -1, 0, 0.4, 7, -4, 14, -4, 7
Cc1ccc(C(=O)Nc2ccc(N3CCN(S(C)(=O)=O)CC3)cc2)cc1
    6, -4, -6, -0.1, -15, -4, 4, -2, 4
CC1C(C#N)=C(SCC(N)=O)NC2=C1C(=O)CC(C)(C)C2 (stereo unspecified)
    14, -3, 9, -0.6, -5, -1, 9, 3, 2
COc1ccc(CCNC(=O)C(=O)NCC2OCCN2S(=O)(=O)c2ccc(F)cc2)cc1 (stereo unspecified)
    5, 2, -4, 3.7, 3, -4, -1, -5, -11
N#Cc1c(N)n(-c2cccc(C(=O)O)c2)c2nc3ccccc3nc12
    -2, -2, -16, 0.7, 8, -2, -19, 9, 13
O=C(O)CCC(=O)Nc1ccc(S(=O)(=O)N2CCCC2)cc1
    -28, 2, -2, 1.2, -1, -1, 10, -6, 7
CC(C)CCNC1c2ccccc2C(=O)N1Cc1ccccc1 (stereo unspecified)
    11, 2, 5, -1.5, 12, -2, 27, 5, 26
N#C/C(=C\c1ccncc1)c1nc2ccccc2c(=O)[nH]1
    9, 0, 26, 1.4, -21, 1, -8, 6, 17
Cc1ccc(CNC(=O)c2cccc(OCc3c(C)noc3C)c2)cc1
    -2, -6, 11, -0.7, 6, -1, 12, -6, 6
Cc1ccc(Cl)cc1N1CCN(CC(=O)Nc2ccc3[nH]c(=O)[nH]c3c2)CC1
    -2, 4, -7, -0.3, 6, -1, 9, -6, -5
